Compound activity as filed in PubChem.
TMEM16A act: mouse TMEM16A channel activation, primary screen. 340,000 compounds, 0.3% hits. Q8BHY3. B-score at 10 µM. HEK293 TMEM16A/YFP-H148Q/I152L, iodide quench fluorescence; hits give low values;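 active = fluorescence-ratio B-score plate-corrected deviation score at least 3 library SD below zero, with starting fluorescence score within 5 deviations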;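 also: channel opened by trigger with iodide after compound preincubation; score built on the fluorescence ratio of max minus min over baseline; more negative score means more quench and so TMEM16A activation or potentiation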
KCNQ1 inh: human KCNQ1 channel inhibition; B-score at 10 µM; AID 2642; CHO-K1 KCNQ1, FluxOR thallium flux fluorescence; hits give high values; 310,000 compounds, 1.3% hits;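 active = compounds whose thallium flux B-score, printed positive for inhibition, exceeds three library SD while starting fluorescence stays within three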;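 also: channel opened by potassium depolarization with thallium stimulus after 20 min compound exposure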
TRPC4 act: TRPC4 (mouse) channel activation | Q9QUQ5 | HEK293 TRPC4beta/mu-opioid, Fluo4 calcium fluorescence; hits give high values | B-score at 10 µM | 310,000 compounds, 0.49% hits | AID 2237;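 active = B-score above 5 SD of library B-scores, and initial fluorescence ratio not above library mean plus 5 SD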;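 also: positive B-score marks a calcium rise read as TRPC4 activation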
Target sequence (Q9QUQ5 whole entry, looked up): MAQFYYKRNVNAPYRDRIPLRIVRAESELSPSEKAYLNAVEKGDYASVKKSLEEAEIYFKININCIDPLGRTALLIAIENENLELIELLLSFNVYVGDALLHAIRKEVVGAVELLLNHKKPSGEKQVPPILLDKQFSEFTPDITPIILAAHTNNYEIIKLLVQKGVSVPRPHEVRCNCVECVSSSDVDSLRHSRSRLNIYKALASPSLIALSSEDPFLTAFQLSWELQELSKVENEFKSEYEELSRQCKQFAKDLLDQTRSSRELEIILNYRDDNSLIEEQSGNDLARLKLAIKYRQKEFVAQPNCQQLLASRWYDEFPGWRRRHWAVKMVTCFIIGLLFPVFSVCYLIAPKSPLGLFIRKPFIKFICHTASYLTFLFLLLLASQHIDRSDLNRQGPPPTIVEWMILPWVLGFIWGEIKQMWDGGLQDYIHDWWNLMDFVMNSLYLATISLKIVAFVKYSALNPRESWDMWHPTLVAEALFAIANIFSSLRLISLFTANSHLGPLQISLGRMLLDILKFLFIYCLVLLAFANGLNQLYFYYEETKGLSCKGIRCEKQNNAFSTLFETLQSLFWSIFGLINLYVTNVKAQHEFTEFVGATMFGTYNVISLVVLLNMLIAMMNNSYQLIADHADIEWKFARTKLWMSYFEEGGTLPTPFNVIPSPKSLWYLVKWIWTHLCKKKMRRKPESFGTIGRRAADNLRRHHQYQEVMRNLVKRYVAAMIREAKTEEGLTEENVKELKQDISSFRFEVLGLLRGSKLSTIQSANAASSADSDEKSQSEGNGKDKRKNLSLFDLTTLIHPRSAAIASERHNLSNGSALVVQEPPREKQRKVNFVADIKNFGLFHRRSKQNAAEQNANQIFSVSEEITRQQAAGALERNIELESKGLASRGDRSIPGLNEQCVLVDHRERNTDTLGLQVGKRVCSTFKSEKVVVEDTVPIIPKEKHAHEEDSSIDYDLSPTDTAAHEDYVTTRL
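system = HEK293 cells stably co-expressing mouse TRPC4beta and mu-opioid receptor | schedule = Fluo4 dye loading 45 min at room temperature, 110 s recording | measure = B-scored integrated calcium fluorescence ratio | signal = Fluo4 calcium-sensitive dye fluorescence, kinetic, 1 Hz baseline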
ANO1 block: mouse TMEM16A channel inhibition, primary screen. normalized B-score (activity score, 25-100; higher = stronger inhibition) at 10 µM. 310,000 compounds, 1.2% hits. Q8BHY3. HEK293 TMEM16A/YFP iodide influx fluorescence, ionomycin;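 active = ratio plate-corrected score three or more library SD toward inhibition, starting fluorescence score within five deviations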;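 also: score derived from kinetic fluorescence span divided by baseline fluorescence per well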
HDAC3 inhib: inhibitors of human histone deacetylase 3; O15379; recombinant HDAC3, fluorogenic peptide/trypsin coupled, fluorescence; inhibition, % at 8.3 µM; 320,000 compounds, 0.15% hits; AID 2718; in the data active = inhibition above about 26%, passing the limit was not always enough
TRPC4 PAM: allosteric potentiators of mouse TRPC4 channel | B-score at 10 µM | HEK293 TRPC4beta/mu-opioid, DAMGO EC20, Fluo-4 Ca2+ flux; hits give high values | 310,000 compounds, 0.42% hits | Q9QUQ5 | AID 2227;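 active = B-score of calcium response area above 5 SD of library B-scores, with initial fluorescence ratio within 5 SD of library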;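 also: B-score of integrated fluorescence ratio over time as area under calcium response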
KCNK3 inh: human KCNK3 channel inhibition, primary screen. 340,000 compounds, 0.84% hits. O14649. CHO-KCNK3 thallium flux, FluxOR fluorescence; hits give low values. B-score at 10 µM;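 active = B-score under library mean minus 4 SD, starting fluorescence ratio at most library mean plus 5 SD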;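 also: more negative B-score means stronger inhibition of thallium flux through KCNK3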
DYRK1A inh: inhibitors of rat Dyrk1A kinase | Q63470 | ADP-Glo luminescence, NFATc1 peptide | inhibition, % at 12.5 µM | 310,000 compounds, 0.43% hits | AID 504441; in the data active = inhibition above about 50%;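 also: plate controls were vehicle with enzyme for no effect and no enzyme for full effect; many of its hits are not listed in these tables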
KCNK9 block: blocks the human KCNK9 two-pore domain potassium channel; Q9NPC2; HEK293 KCNK9, FluxOR thallium flux fluorescence; hits give low values; B-score at 10 µM; 310,000 compounds, 1.2% hits; AID 488922;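 active = ratio B-score over 3 SD below the library mean, with starting fluorescence within 5 SD of its mean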;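 also: negative B-score means less thallium flux so channel inhibition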
hERG protect: hERG (human) protection from proarrhythmic block; Q12809; CHO-hERG, FluxOR thallium flux, dofetilide IC70 present; 310,000 compounds, 0.51% hits; AID 1511; activation (rescue from dofetilide block), less the hit threshold, % at 10 µM;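 active = activation above the mean of controls blocked by dofetilide plus 5 SD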;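 also: thallium influx through hERG after potassium depolarization seen as dye fluorescence rise; in these data hits start at about 4.7%; inactives centre near -7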
KCNQ1 pot: potentiators or activators of human KCNQ1 potassium channel; 310,000 compounds, 0.35% hits; P51787; B-score at 10 µM; CHO-K1 KCNQ1, thallium flux FluxOR fluorescence; hits give high values; AID 2648;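 active = fluorescence ratio B-score, a plate-corrected score, at least three library SD, with initial intensity B-score within 5 SD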
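Medium – assay buffer, equal DMSO in all wells · Material – CHO-K1 cell line with stable KCNQ1 potassium channel expression · Signal – kinetic FluxOR thallium fluorescence, 10-s 1-Hz baseline, 110-s post-stimulus read · Compound – single concentration per compound, DMSO matched to controls · Schedule – 37 °C overnight plating, 90-min dark dye load, 20-min compound pretreatment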
Active calls of the source: *; i = inactive; / = not tested or not shown. Only part of the results is shown; count on the stated rates, not on these rows.

SMILES	TMEM16A act	KCNQ1 inh	TRPC4 act	ANO1 block	HDAC3 inhib	TRPC4 PAM	KCNK3 inh	DYRK1A inh	KCNK9 block	hERG protect	KCNQ1 pot
CN(C)Cc1ccc(-c2nc3cccc4c3n2CCNC4=O)cc1	i	i	i	i	-11	i	i	22	i	-5	i
COc1cc(/C=C2/NC(=O)NC2=O)ccc1OCC(=O)Nc1ccc(F)cc1	i	i	i	i	-7	i	i	-7	i	-11	i
C(=C\c1ccccc1)/C=N/Nc1ccc2nncn2n1	/	i	i	i	-3	i	/	/	i	-3	i
C=CCc1ccc(OCCOc2ccc(/C=N/n3cnnc3)cc2OCC)c(OC)c1	i	i	i	i	11	i	i	60*	i	-11	i
CS(=O)(=O)N1CCN(C/C=C/c2ccccc2)CC1	i	i	i	i	-9	i	i	-3	i	-10	i
COc1cccc(-n2c(SCC(=O)Nc3nccs3)nnc2-c2ccoc2C)c1	i	i	i	i	0	i	i	11	i	-14	i
COc1ccc(CNC(=O)C(c2ccncc2)N(C(=O)Cc2cccs2)c2ccccc2C)cc1 (configuration not stated)	i	i	i	i	-5	i	i	9	i	-2	i
CCCCc1nnc(SCC(=O)NC2CCCCC2)n1C	i	i	i	i	-3	i	i	-3	i	-10	i
COc1cccc(/C=N/NC(=O)CCc2c(C)n[nH]c2C)c1O	i	i	i	i	/	i	i	-8	i	-12	i
Cc1ccc(C)c(N2CCN(C(=O)c3ccc4nc(N5CCOCC5)sc4c3)CC2)c1	i	i	i	i	1	i	i	0	i	-13	i
Cc1nc2cc3c(cc2s1)OCO3	i	i	i	i	1	i	i	-1	i	-9	i
COC(=O)c1ccc(-n2cnc(Cl)n2)c(F)c1	i	i	i	i	-10	i	i	4	i	-9	i
CSCCOC(=O)C1=C(C)NC(=O)CC1c1ccccc1Cl (configuration not stated)	i	i	i	i	5	i	i	1	i	-6	i
O=C(c1ccco1)N1N=C(c2cccs2)CC1c1ccc(F)cc1 (configuration not stated)	i	i	i	i	4	i	i	0	-7*	-16	i
Oc1ccc(CNc2ccccc2)c2cccnc12	/	i	i	i	2	i	i	-2	i	-11	i
CSc1cccc(NC(=S)N(CCCN2CCCC2)Cc2cccn2Cc2ccc(Cl)cc2)c1	i	i	i	i	-5	i	i	-5	i	-19	i
c1ccc2c(c1)N1CCN=C1N2CCN1CCCCC1	i	i	i	i	-4	i	i	0	i	-7	i
CCCOc1ccc2cc(C(=O)NCc3ccccc3)c(=O)oc2c1	i	i	i	i	-14	i	i	-3	i	-6	i
CCCCC(=O)Nc1ccc2c(c1)nc(CCN1CCOCC1)n2C	i	i	i	i	-4	i	i	1	i	-2	i
COc1ccc(N(C(=O)/C=C/c2ccccc2)C2=CC3CCC(C2)N3C)cc1 (configuration not stated)	i	i	i	i	3	i	i	11	i	-15	i
CC1(C)CC(=O)c2c(nn(-c3ccccc3)c2N)C1	i	i	i	i	7	i	i	-3	i	-11	i
Cc1cc(=O)n2nc(N3CCC(C(=O)NCc4cccc(Cl)c4)CC3)sc2n1	i	i	i	i	-4	i	i	5	i	-6	i
COc1ccc(N=Cc2nc(-c3ccccc3)oc2OC(C)=O)cc1	i	i	i	i	38*	i	i	/	i	-11	i
Cc1ccc(Cn2ncc3c(NCCCN(C)C)ncnc32)cc1	i	i	i	i	3	i	i	10	i	-9	i
CCOc1cc(/C=N/NC(=O)c2cccs2)ccc1OC(=O)N1CCOCC1	i	i	i	i	11	i	i	0	i	-11	i
CCCN1CCN(C(=O)c2cc(COc3ccc(F)c(F)c3)on2)CC1	i	i	i	i	0	i	i	3	i	-4	i
CCC(C)c1ccc(-n2c(=O)c3ccccc3n3c(=S)[nH]nc23)cc1 (configuration not stated)	i	i	i	i	0	i	i	-1	i	-9	i
Cc1c(Cl)c(C(F)(F)F)nn1CC(=O)NN	i	i	i	i	-2	i	i	-1	i	-8	i
Cc1ccc(N(C)C(=O)C2CCCN2S(=O)(=O)c2ccc3c(c2)n(C)c(=O)c(=O)n3C)cc1 (configuration not stated)	i	i	i	i	-5	i	i	-11	i	-12	i
O=C(Nc1cnn(Cc2c(Cl)cccc2Cl)c1)C(c1ccccc1)c1ccccc1	i	i	i	i	2	i	i	5	i	-7	i
O=C(CSc1ccccn1)N1CCCC(Nc2ccc(F)c(F)c2)C1 (configuration not stated)	i	i	i	i	2	i	i	/	i	-10	i
Cc1sc(NC(=O)c2ccccc2)c(C#N)c1-c1ccccc1	i	i	i	i	-3	i	i	1	i	-5	i
COc1ccccc1N1CC(C(=O)Nc2nnc(SCC(=O)NCC3CCCO3)s2)CC1=O (configuration not stated)	i	i	i	i	-3	i	i	-2	i	-9	i
CC12CCC(c3n[nH]c(=S)nc31)C2(C)C (configuration not stated)	i	i	i	i	-18	i	i	-2	i	-9	i
COc1ccc(OCC(=O)NCC(c2cccs2)N2CCOCC2)cc1 (configuration not stated)	i	i	i	i	7	i	i	6	i	-16	i
O=C(Cc1ccccc1)NCC(=O)Nc1cccc(Cl)c1	i	i	i	i	-3	i	i	-8	i	-6	i
O=C1C2C3C=CC(C3)C2C(=O)N1c1ccc(S(=O)(=O)Nc2nccs2)cc1 (configuration not stated)	i	i	i	i	9	i	i	-2	i	-13	i
O=C(O)CCCn1nc(C(F)(F)F)c2c1CCCCC2	i	i	i	i	-3	i	i	-10	i	-5	i
CS(=O)(=O)N1CCN(c2cnn(-c3ccccc3)c(=O)c2Cl)CC1	i	i	i	i	2	i	i	-3	i	-13	i
CC(=O)NC(Cc1ccccc1F)C(=O)NC1CCN(C(=O)c2cnccn2)CC1 (configuration not stated)	i	i	i	i	-3	i	i	-1	i	-7	i

Look-ups from above.
Reading of CC(=O)NC(Cc1ccccc1F)C(=O)NC1CCN(C(=O)c2cnccn2)CC1 (configuration not stated) under HDAC3 inhib: -3
Reading of CCCN1CCN(C(=O)c2cc(COc3ccc(F)c(F)c3)on2)CC1 under HDAC3 inhib: 0

Next section:
SMILES	TMEM16A act	KCNQ1 inh	TRPC4 act	ANO1 block	HDAC3 inhib	TRPC4 PAM	KCNK3 inh	DYRK1A inh	KCNK9 block	hERG protect	KCNQ1 pot
Cn1ncc(Br)c1C(=O)NC1CCCC1	i	i	i	i	1	i	i	-1	i	-3	i
O=C(NCCCN1CCCC1=O)Nc1ccc([N+](=O)[O-])cc1	/	i	i	i	-1	i	i	-2	i	-10	i
CCCCN1CCc2[nH]c(=S)[nH]c(=O)c2C1	i	i	i	i	1	i	i	0	i	-15	i
Cc1cc(=O)oc2cc(OCC(=O)Nc3nnc(CC(C)C)s3)ccc12	i	i	i	i	2	i	i	-4	i	-9	i
CCOC(=O)C(C(=O)Nc1ccccn1)C1CCCCC1 (configuration not stated)	i	i	i	i	-2	i	i	-6	i	-3	i
Cc1ccc(-c2nnn(CC(=O)N(CCO)C(C(=O)NC3CCCCC3)c3ccncc3)n2)o1 (configuration not stated)	i	i	i	i	2	i	i	0	i	-1	i
CCCn1nc(C(=O)Nc2cccc(C(=O)OC)c2)c2ccccc2c1=O	i	i	i	i	11	i	i	5	i	-9	i
CCC(CC)C(=O)Nc1cc(C)cc(C)c1	i	i	i	i	-2	i	i	6	i	-3	i
CCOC(=O)c1nnn(-c2nonc2N)c1CN(C)C1CCCCC1	i	i	i	i	4	i	i	-5	i	-7	i
Cc1ccccc1S(=O)(=O)N1CCN(C)CC1	i	i	i	i	1	i	i	12	i	3	i
CC1=CC(C)C2C(=O)N(c3ccccc3)C(=O)C2C1 (configuration not stated)	i	i	i	i	0	i	i	/	i	-6	i
C(=N\N1CCN(Cc2ccccc2)CC1)/c1cccs1	i	i	i	i	-6	i	i	1	i	-4	i
Cc1cc(C)n2nc(C(=O)OCC(=O)N(CC(C)C)CC(C)C)nc2n1	i	i	i	i	1	i	i	1	i	-19	i
COc1cc(NC(=O)c2ccc([N+](=O)[O-])o2)ccc1NC(=O)c1ccco1	i	i	i	i	6	i	i	-7	i	-8	i
O=C(O)CSc1nc(-c2ccccc2)c(-c2ccccc2)[nH]1	i	i	i	i	-13	i	i	-5	i	-6	i
CCc1sc(-c2c(C#N)c(N)nc3c2CCCCCC3)cc1[N+](=O)[O-]	i	i	i	i	6	i	i	1	i	-4	i
Cc1ccccc1-n1c(=O)n(Cc2ccco2)c(=O)c2[nH]cnc21	i	i	i	i	0	i	i	-3	i	0	i
C#CC[N+](C)(C)CC#Cc1ccccc1	i	i	i	i	-2	i	i	-2	i	-5	i
CC(=O)c1ccc2c(c1)OCCOCCOc1ccccc1OCCOCCO2	i	i	i	i	-4	i	i	-9	i	-9	i
CCN(Cc1ccccc1)S(=O)(=O)c1ccc(C(=O)Nc2nnc(-c3ccccc3OC)o2)cc1	i	i	i	i	0	i	i	2	i	-5	i
O=C(CCN1CCCCO1)N1CCCC(N2CCN(c3ccc(F)cc3)CC2)C1 (configuration not stated)	i	i	i	i	-4	i	i	/	i	-8	i
COc1ccc(Cn2nnnc2CN2CCC(O)(c3ccc(F)cc3)CC2)cc1	i	i	i	i	0	i	i	2	i	-5	i
COCc1cc(C)n(CC(=O)NC(C)c2ccccc2)c(=O)c1C#N (configuration not stated)	i	i	i	i	-18	i	i	-6	i	-3	i
O=C(NCC(=O)N(Cc1ccccc1)C(C(=O)NC1CCCC1)c1ccco1)c1ccco1 (configuration not stated)	i	i	i	i	1	i	i	3	i	-19	i
COc1ccc(CCNC(=O)c2ccc(NS(=O)(=O)c3c(C)noc3C)cc2)cc1OC	i	i	i	i	-1	i	i	3	i	-8	i
COc1ccc(/C=C/C(=O)NC(=S)Nc2cc3oc4ccccc4c3cc2OC)cc1	i	i	i	i	-10	i	i	-86	i	-6	i
Cn1c(N)c(C(=O)CSc2ccc3c(c2)OCCO3)c(=O)n(C)c1=O	i	i	i	i	3	i	i	1	i	-11	i

3 compounds picked at random from the list so far:
SMILES	TMEM16A act	KCNQ1 inh	TRPC4 act	ANO1 block	HDAC3 inhib	TRPC4 PAM	KCNK3 inh	DYRK1A inh	KCNK9 block	hERG protect	KCNQ1 pot
Cn1c(N)c(C(=O)CSc2ccc3c(c2)OCCO3)c(=O)n(C)c1=O	i	i	i	i	3	i	i	1	i	-11	i
O=C(CCN1CCCCO1)N1CCCC(N2CCN(c3ccc(F)cc3)CC2)C1 (configuration not stated)	i	i	i	i	-4	i	i	/	i	-8	i
O=C(NCC(=O)N(Cc1ccccc1)C(C(=O)NC1CCCC1)c1ccco1)c1ccco1 (configuration not stated)	i	i	i	i	1	i	i	3	i	-19	i
